STAT1 blocker: inhibitors of IFN-gamma induced STAT1 signaling. NIH 3T3 STAT1-luciferase reporter, luminescence. inhibition, % at 5.5 µM. hit rate 0.35% among 200,000;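 active means inhibition above a set limit, the mean inhibition across all tested compounds plus 3 SD, cut at about 34% in these data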;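 further: 0% = IFN-gamma with DMSO and 100% = IFN-gamma with 300 µM nifuroxazide; values of inactives mirror those of a sister screen read the other way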
TLR4-MyD88 BLA: blocks binding of human TLR4 to MyD88 | HeLa CL3-4 TLR4/MyD88 BLA complementation, FRET ratio | hit rate 0.18% among 200,000 | inhibition, % at 8.4 µM; in the data active means inhibition above about 25%;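 further: 0% = vehicle and 100% = reference inhibitor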
Target sequence (O00206 whole entry, looked up): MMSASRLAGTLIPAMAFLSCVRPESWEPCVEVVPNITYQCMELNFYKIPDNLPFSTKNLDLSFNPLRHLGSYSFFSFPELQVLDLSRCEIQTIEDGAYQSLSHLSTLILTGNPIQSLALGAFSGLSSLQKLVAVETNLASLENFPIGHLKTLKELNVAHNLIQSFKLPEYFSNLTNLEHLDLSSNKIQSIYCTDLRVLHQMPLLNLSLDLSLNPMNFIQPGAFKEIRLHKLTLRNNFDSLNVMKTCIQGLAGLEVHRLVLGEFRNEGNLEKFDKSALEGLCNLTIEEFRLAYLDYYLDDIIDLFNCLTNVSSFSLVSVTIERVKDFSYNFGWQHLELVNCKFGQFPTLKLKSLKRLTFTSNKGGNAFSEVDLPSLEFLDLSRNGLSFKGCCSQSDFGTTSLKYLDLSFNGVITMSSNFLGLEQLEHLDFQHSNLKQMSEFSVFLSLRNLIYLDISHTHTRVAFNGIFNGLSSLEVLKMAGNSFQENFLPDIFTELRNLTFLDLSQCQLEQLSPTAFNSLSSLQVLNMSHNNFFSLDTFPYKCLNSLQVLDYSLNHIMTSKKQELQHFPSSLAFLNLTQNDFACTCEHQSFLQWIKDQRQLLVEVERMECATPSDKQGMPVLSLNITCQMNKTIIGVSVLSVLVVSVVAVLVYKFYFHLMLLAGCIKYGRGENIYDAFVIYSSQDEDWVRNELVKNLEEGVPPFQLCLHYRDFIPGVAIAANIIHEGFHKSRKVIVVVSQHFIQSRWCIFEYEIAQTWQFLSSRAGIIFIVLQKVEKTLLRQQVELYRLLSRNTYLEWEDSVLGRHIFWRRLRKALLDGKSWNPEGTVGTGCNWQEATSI
Target sequence (Q99836 whole entry, looked up): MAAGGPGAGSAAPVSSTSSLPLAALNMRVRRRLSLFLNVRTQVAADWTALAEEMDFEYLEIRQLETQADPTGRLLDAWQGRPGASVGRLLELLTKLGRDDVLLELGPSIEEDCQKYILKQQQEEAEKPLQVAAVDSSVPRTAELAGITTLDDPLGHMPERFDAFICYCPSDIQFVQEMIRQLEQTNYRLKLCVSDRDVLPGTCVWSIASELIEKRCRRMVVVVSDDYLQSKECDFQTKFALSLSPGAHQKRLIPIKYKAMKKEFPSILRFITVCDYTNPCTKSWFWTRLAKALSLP
Hsp70 act: Hsp70 transcriptional activation, primary screen; activation, % at 10 µM; hit rate 0.04% among 200,000; HeLa Hsp70 promoter luciferase reporter, luminescence; scaled: vehicle 0, proteasome-inhibitor control 100%;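 active means activation above the mean across all tested compounds plus 3 SD, cutoff set per campaign, cut at about 5.5% in these data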;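 further: 100% = MG132 at 30 µM as the positive control and 0% = DMSO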
STAT1 activator: activators of IFN-gamma induced STAT1 signaling; NIH 3T3 STAT1-luciferase reporter, luminescence; 100% = IFN-gamma alone, no compound; activation (% of control), % at 5.5 µM; hit rate 2.6% among 200,000; AID 932;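 active means activation above the screen-wide mean activation plus 3 SD, cut at about 130% in these data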;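 further: raw ratio to IFN-gamma control signal so 100% means no change and 0% no light; values of inactives mirror those of a sister screen read the other way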
STAT3 activator: activators of IL-6 induced STAT3 signaling | U3A cells, IL-6 STAT3-luciferase reporter, luminescence; 100% = signal with IL-6 EC80 alone | activation (% of control), % at 5.6 µM | hit rate 0.91% among 190,000;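 active means activation above the screen-wide mean of compound activation plus 3 SD, cut at about 130% in these data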;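 further: 0% = background luminescence of wells with medium and substrate only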
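System – human U3A cells carrying STAT3-luciferase construct · Probe or stimulus – Interleukin-6, 33 ng/mL · Schedule – compound 1 h, then IL-6 6 h at 37 °C · Signal – luminescence from STAT3-driven luciferase reporter · Evaluation – percent of IL-6-only median luminescence · Benchmarks – IL-6-only high control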
NF-kB neuron act: compounds increasing NF-kB expression in human neuronal cells; NF-kB reporter expression; active compounds read high; fold change at 12.5 µM; hit rate 1.6% among 190,000; in the data active means fold change above about 3.3
Efa HMGR inh: inhibitors of class II HMG-CoA reductase from Enterococcus faecalis; purified E. faecalis HMGR, NADPH absorbance 340 nm kinetic; inhibition, % at 10 µM; hit rate 0.41% among 190,000;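 active means inhibition above a set limit, the median over all tested compounds plus 3 SD, cut at about 9.5% in these data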;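 further: enzyme runs in reverse so mevalonate oxidation gives rising NADPH absorbance; 0% = complete reaction with DMSO and 100% = background rate lacking mevalonate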
STAT3 blocker: inhibitors of IL-6 induced STAT3 signaling. hit rate 0.89% among 190,000. U3A cells, IL-6 STAT3-luciferase reporter, luminescence; host cell line lacks STAT1. inhibition, % at 5.5 µM;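 active means inhibition above the mean inhibition across all screened compounds plus 3 SD, cut at about 44% in these data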;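 further: 0% = DMSO only wells and 100% = 100 µM nifuroxazide control wells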
DTT redox prof: compounds producing H2O2 with reducing agent – biochemical, NIH compound library profiling, artefact control for MLSCN library redox annotation, primary screen; DTT-dependent redox cycling H2O2, phenol red/HRP absorbance; 100% = 100 µM peroxide control, 0% = buffer; activation, % at 10 µM; hit rate 0.03% among 200,000;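 active means activation of at least 50% relative to the plate's high and low controls in the primary single-dose screen; inactive means activation below 50%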;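 further: compound incubated with DTT at 0.8 mM final as the reducing agent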
APP 5'UTR act: activates APP 5'UTR luciferase reporter; AID 1276; SH-SY5Y APP 5'UTR luciferase reporter, luminescence; zero percent = DMSO vehicle wells; hit rate 1% among 190,000; activation, % at 2 µM;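 active means activation above a set limit, based on mean plus 3 SD of controls, cut at about 140% in these data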; further: values of inactives mirror those of a sister screen read the other way
* hit, by the source's call.

`CC1(C)OC(=O)C(=CSc2ccc(C(C)(C)C)cc2)C(=O)O1` gave STAT1 blocker -3, TLR4-MyD88 BLA 11, Hsp70 act -0.3, STAT1 activator 100, STAT3 activator 102, NF-kB neuron act 1.2, Efa HMGR inh 1, STAT3 blocker 2, DTT redox prof 0.2 and APP 5'UTR act -15.
Screening Cc1nn(Cc2ccc(Cl)cc2)c(C)c1NC(=O)c1ccc([N+](=O)[O-])cc1 returned STAT1 blocker 7, TLR4-MyD88 BLA 5, Hsp70 act -0.3, STAT1 activator 94, STAT3 activator 91, NF-kB neuron act 1.1, Efa HMGR inh -3, STAT3 blocker 10, DTT redox prof -0.2 and APP 5'UTR act -11.
Screening CC(C)(C)c1ccc(-c2conc2N)cc1 returned STAT1 blocker -32, TLR4-MyD88 BLA -6, Hsp70 act -0.1, STAT1 activator 118, STAT3 activator 98, NF-kB neuron act 5*, Efa HMGR inh 1, STAT3 blocker 4, DTT redox prof -0.5 and APP 5'UTR act 70.
For Cc1c(-c2c(C#N)c(N)nc3c2CCCCCC3)cnn1C the results were STAT1 blocker 0, TLR4-MyD88 BLA 4, Hsp70 act -0.2, STAT1 activator 100, STAT3 activator 98, NF-kB neuron act 1.2, Efa HMGR inh 5, STAT3 blocker 8, DTT redox prof -3.7 and APP 5'UTR act 8.
For CCN=C1S/C(=C\c2ccc(O)c(OCC)c2)C(=O)N1CC the results were STAT1 blocker -9, TLR4-MyD88 BLA -5, Hsp70 act -0.2, STAT1 activator 111, STAT3 activator 102, NF-kB neuron act 0.54, Efa HMGR inh -2, STAT3 blocker -6, DTT redox prof -0.4 and APP 5'UTR act 8.
For CCCC1(C(=O)OCC)NC(c2ccc(N(C)C)cc2)C2C(=O)N(c3ccc(F)cc3)C(=O)C21 (configuration not stated) the results were STAT1 blocker -1, TLR4-MyD88 BLA -6, Hsp70 act -0.2, STAT1 activator 101, STAT3 activator 99, NF-kB neuron act 0.9, Efa HMGR inh 5, STAT3 blocker 4, DTT redox prof 3.7 and APP 5'UTR act 19.
O=C(CSc1ccc([N+](=O)[O-])cc1)NCC1CCCCC1 was read as STAT1 blocker -5, TLR4-MyD88 BLA -1, Hsp70 act -0.1, STAT1 activator 104, STAT3 activator 97, NF-kB neuron act 1, Efa HMGR inh -1, STAT3 blocker 6, DTT redox prof -1.4 and APP 5'UTR act 15.
For CC(C)OCCCNc1nc2c(c(=O)n(Cc3ccccc3F)c(=O)n2C)n1C the results were STAT1 blocker -5, TLR4-MyD88 BLA 3, Hsp70 act -0.3, STAT1 activator 104, STAT3 activator 86, NF-kB neuron act 1.5, Efa HMGR inh -2, STAT3 blocker 20, DTT redox prof -0.4 and APP 5'UTR act 4.
For O=C(CN1CCOCC1)Nc1ccc(-c2nc3ccccc3[nH]2)cc1 the results were STAT1 blocker -23, TLR4-MyD88 BLA 4, Hsp70 act 0.3, STAT1 activator 121, STAT3 activator 101, NF-kB neuron act 2.6, Efa HMGR inh -1, STAT3 blocker 3, DTT redox prof -0.7 and APP 5'UTR act 48.
`CCn1nc(C)c(CNC(=O)CC2C(=O)NCCN2CC(C)(C)C)c1C` (configuration not stated) gave STAT1 blocker -9, TLR4-MyD88 BLA 3, Hsp70 act -0.4, STAT1 activator 109, STAT3 activator 97, NF-kB neuron act 1, Efa HMGR inh -5, STAT3 blocker 9, DTT redox prof 0.0 and APP 5'UTR act 4.
`Cc1nc2ccccc2n1Cc1n[nH]c(=S)n1-c1ccc(Cl)cc1` gave STAT1 blocker 7, TLR4-MyD88 BLA 5, Hsp70 act 0.2, STAT1 activator 94, STAT3 activator 101, NF-kB neuron act 1.1, Efa HMGR inh 5, STAT3 blocker -3, DTT redox prof 0.0 and APP 5'UTR act 6.
For Cc1ccc(S(=O)(=O)/N=C(\N)Nc2nc(C)c3ccccc3n2)cc1 the results were STAT1 blocker -8, TLR4-MyD88 BLA -6, Hsp70 act 0.1, STAT1 activator 107, STAT3 activator 89, NF-kB neuron act 1.2, Efa HMGR inh 4, STAT3 blocker 12, DTT redox prof 0.1 and APP 5'UTR act -3.
Screening Cc1cccc(N2C(=O)C(O)=C(C(=O)c3cccs3)C2c2ccc(F)cc2)n1 (configuration not stated) returned STAT1 blocker -5, TLR4-MyD88 BLA -9, Hsp70 act -0.3, STAT1 activator 103, STAT3 activator 98, NF-kB neuron act 1.1, Efa HMGR inh -5, STAT3 blocker 4, DTT redox prof -0.1 and APP 5'UTR act 19.
For CCc1ccccc1NC(=S)N(CCN1CCOCC1)Cc1ccccc1F the results were STAT1 blocker -12, TLR4-MyD88 BLA -1, Hsp70 act 0.0, STAT1 activator 109, STAT3 activator 101, NF-kB neuron act 1.5, Efa HMGR inh -2, STAT3 blocker 5, DTT redox prof -2.7 and APP 5'UTR act 21.
Screening COc1ccc(C(=O)CSc2nnc(-c3cc4ccccc4cc3O)n2Cc2ccco2)cc1 returned STAT1 blocker 1, TLR4-MyD88 BLA 18, Hsp70 act -0.4, STAT1 activator 99, STAT3 activator 114, NF-kB neuron act 0.76, Efa HMGR inh -6, STAT3 blocker -12, DTT redox prof 2.0 and APP 5'UTR act -4.
COc1ccc(COc2cc(-c3cccc(OC)c3)nc3ccc(NC(=O)c4ccc(OC)cc4)cc23)cc1 was read as STAT1 blocker 1, TLR4-MyD88 BLA -13, Hsp70 act 0.3, STAT1 activator 99, STAT3 activator 115, NF-kB neuron act 0.4, Efa HMGR inh -1, STAT3 blocker -21, DTT redox prof 3.0 and APP 5'UTR act -56.
Cc1ccc(-n2c(CCC(=O)O)ccc2-c2cccs2)cc1C was read as STAT1 blocker 0, TLR4-MyD88 BLA 11, Hsp70 act -0.4, STAT1 activator 100, STAT3 activator 102, NF-kB neuron act 1.1, Efa HMGR inh -4, STAT3 blocker 2, DTT redox prof 2.2 and APP 5'UTR act 18.
O=C(NCc1ccccc1Cl)C(=O)NCC1OCCN1S(=O)(=O)c1cccs1 (configuration not stated) was read as STAT1 blocker 3, TLR4-MyD88 BLA 3, Hsp70 act -0.4, STAT1 activator 98, STAT3 activator 111, NF-kB neuron act 1.2, Efa HMGR inh -5, STAT3 blocker -12, DTT redox prof -0.6 and APP 5'UTR act -16.
Screening CCOC(=O)c1c(C2CC2)csc1NC(=O)COC(=O)c1cnc(Cl)c(Cl)c1 returned STAT1 blocker 5, TLR4-MyD88 BLA -1, Hsp70 act -0.1, STAT1 activator 95, STAT3 activator 100, NF-kB neuron act 1.7, Efa HMGR inh -6, STAT3 blocker -2, DTT redox prof 1.3 and APP 5'UTR act 14.
CC1(C)CC(=O)C(C=NCCN2CCNC2=O)=C(O)C1 was read as STAT1 blocker 2, TLR4-MyD88 BLA -16, Hsp70 act -0.3, STAT1 activator 98, STAT3 activator 97, NF-kB neuron act 1.2, Efa HMGR inh -3, STAT3 blocker 8, DTT redox prof 0.3 and APP 5'UTR act -10.
Screening COc1cc2c(cc1NC(=O)CSc1ccc(C)cc1)oc1ccccc12 returned STAT1 blocker -2, TLR4-MyD88 BLA 7, Hsp70 act -0.2, STAT1 activator 102, STAT3 activator 98, NF-kB neuron act 0.83, Efa HMGR inh 1, STAT3 blocker 14, DTT redox prof 2.5 and APP 5'UTR act 11.
For CCOc1ccccc1C(=O)N[C@H](C(=O)OCc1cc([N+](=O)[O-])cc2c1OCOC2)C(C)C the results were STAT1 blocker 12, TLR4-MyD88 BLA 13, Hsp70 act -0.3, STAT1 activator 89, STAT3 activator 103, NF-kB neuron act 0.44, Efa HMGR inh 0, STAT3 blocker -3, DTT redox prof -0.2 and APP 5'UTR act 6.
CC(=O)N/N=C(\C)CC(=O)Nc1cccc(C(F)(F)F)c1 was read as STAT1 blocker 2, TLR4-MyD88 BLA -12, Hsp70 act -0.3, STAT1 activator 97, STAT3 activator 94, NF-kB neuron act 1.1, Efa HMGR inh -3, STAT3 blocker 9, DTT redox prof 0.1 and APP 5'UTR act 12.
Screening Cn1c(=O)c2cc(S(=O)(=O)NCCC(=O)NCc3ccccc3Cl)ccc2n(C)c1=O returned STAT1 blocker -12, TLR4-MyD88 BLA 2, Hsp70 act 0.1, STAT1 activator 111, STAT3 activator 100, NF-kB neuron act 1.2, Efa HMGR inh -1, STAT3 blocker 5, DTT redox prof 1.1 and APP 5'UTR act 5.
CCOC(=O)c1c(C)[nH]c(C)c1C(=O)CSc1nc2ccccc2c(=O)n1-c1ccc(CC)cc1 was read as STAT1 blocker -7, TLR4-MyD88 BLA -6, Hsp70 act -0.3, STAT1 activator 106, STAT3 activator 97, NF-kB neuron act 1.2, Efa HMGR inh 1, STAT3 blocker 4, DTT redox prof 2.1 and APP 5'UTR act 1.
Screening CC(C)(C)C(=O)c1cnc(Nc2ccccc2)s1 returned STAT1 blocker -60, TLR4-MyD88 BLA -8, Hsp70 act 0.1, STAT1 activator 156*, STAT3 activator 101, NF-kB neuron act 3.1, Efa HMGR inh -1, STAT3 blocker -1, DTT redox prof 0.1 and APP 5'UTR act 73.
For O=C(Nc1ccn(C2CC(OC(=O)c3ccccc3)C(CO)O2)c(=O)n1)c1ccccc1 (configuration not stated) the results were STAT1 blocker 1, TLR4-MyD88 BLA -9, Hsp70 act -0.2, STAT1 activator 99, STAT3 activator 101, NF-kB neuron act 0.73, Efa HMGR inh 1, STAT3 blocker 1, DTT redox prof 1.0 and APP 5'UTR act 3.
COc1cc(NC(=O)CSc2nc(C)cc(C)n2)cc(OC)c1OC was read as STAT1 blocker 13, TLR4-MyD88 BLA 2, Hsp70 act -0.5, STAT1 activator 86, STAT3 activator 98, NF-kB neuron act 1.2, Efa HMGR inh 3, STAT3 blocker 8, DTT redox prof 0.0 and APP 5'UTR act 26.
For Fc1ccc(Cn2nnc(-c3ccc(CN4CCOCC4)cc3)n2)cc1 the results were STAT1 blocker 2, TLR4-MyD88 BLA -13, Hsp70 act -0.3, STAT1 activator 98, STAT3 activator 93, NF-kB neuron act 1, Efa HMGR inh 0, STAT3 blocker 12, DTT redox prof 1.9 and APP 5'UTR act 13.
Screening c1ccc2c(c1)OCCOCCOc1ccccc1OCCOCCO2 returned STAT1 blocker 4, TLR4-MyD88 BLA 8, Hsp70 act -0.1, STAT1 activator 96, STAT3 activator 96, NF-kB neuron act 0.62, Efa HMGR inh -3, STAT3 blocker 6, DTT redox prof -0.7 and APP 5'UTR act -11.

Among those listed so far, these contain a furan ring, fused or not.
Screening COc1ccc(C(=O)CSc2nnc(-c3cc4ccccc4cc3O)n2Cc2ccco2)cc1 returned STAT1 blocker 1, TLR4-MyD88 BLA 18, Hsp70 act -0.4, STAT1 activator 99, STAT3 activator 114, NF-kB neuron act 0.76, Efa HMGR inh -6, STAT3 blocker -12, DTT redox prof 2.0 and APP 5'UTR act -4.
Screening COc1cc2c(cc1NC(=O)CSc1ccc(C)cc1)oc1ccccc12 returned STAT1 blocker -2, TLR4-MyD88 BLA 7, Hsp70 act -0.2, STAT1 activator 102, STAT3 activator 98, NF-kB neuron act 0.83, Efa HMGR inh 1, STAT3 blocker 14, DTT redox prof 2.5 and APP 5'UTR act 11.

Screening results: PubChem, several laboratories
